# Bioassay records from PubChem BioAssay.
# NTR1 ag = agonists of NTR1, primary screen, imaging, U2OS cells, beta-arrestin-GFP, high content (AID 493036). P30989. NTR1-U2OS beta-arrestin-GFP spot imaging, agonist mode. activation, % at 20 µM. actives 0.17% (n = 330,000);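 active = activation at or above 40% of the spot to cytoplasm intensity ratio, with at least 20 cells analyzed; inconclusive = wells under 20 cells, flagged as cytotoxic or low count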;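 also: 0% = DMSO without peptide and 100% = 100 nM NTR1 peptide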
# Target sequence (P30989 whole entry, looked up): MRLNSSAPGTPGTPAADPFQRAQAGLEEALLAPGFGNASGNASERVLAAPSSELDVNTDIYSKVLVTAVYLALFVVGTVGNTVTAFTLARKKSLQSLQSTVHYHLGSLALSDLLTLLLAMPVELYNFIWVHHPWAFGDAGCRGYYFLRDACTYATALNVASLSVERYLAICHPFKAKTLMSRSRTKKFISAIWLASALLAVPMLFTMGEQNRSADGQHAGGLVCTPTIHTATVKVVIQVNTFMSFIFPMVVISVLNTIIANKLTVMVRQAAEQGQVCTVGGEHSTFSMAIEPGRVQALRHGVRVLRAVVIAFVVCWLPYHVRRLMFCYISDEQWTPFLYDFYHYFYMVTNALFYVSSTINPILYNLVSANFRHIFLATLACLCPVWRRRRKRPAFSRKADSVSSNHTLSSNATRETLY
# SV40 large T antigen = SV40 large T antigen inhibitors, biochemical (AID 1903); inhibition, % at 20 µM, or IC50 in µM where a hit was titrated; actives 0.39% (n = 310,000); SV40 large T antigen ATPase/helicase inhibition assay; higher % means a stronger effect; in the data active = a potency from the dose series; inconclusive = inhibition mostly from about 32% at the one dose, without a potency; inactive = the rest, 99 in 100 with inhibition below about 32%; also: strong numbers were not always called active
# MgcRacGAP inhibition = MgcRacGAP GTPase-activating activity inhibitors, confirmation, biochemical, ADP Hunter fluorescence | inhibition, % at 30 µM; hits with a dose series show IC50 in µM | actives 0.6% (n = 340,000) | MgcRacGAP-stimulated Rac1 GTP hydrolysis, ADP Hunter fluorescence; higher % means a stronger effect; GST-tagged Rac1 F28L mutant substrate;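 active = first-screen hits whose inhibition reached a set limit at any dose in the follow-up dose series; inconclusive = inhibition above the set first-screen limit but never retested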;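 also: fluorescence reports GDP produced by GAP-driven GTP hydrolysis; strong numbers were not always called active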
# Salmonella PhoP GFP = PhoP-dependent GFP reporter repression – Salmonella Typhimurium, primary screen (AID 1863); S. Typhimurium PhoP-regulated promoter GFP reporter, 4 h; higher % means a stronger effect; inhibition, % at 50 µM; hits with a dose series show IC50 in µM; actives 0.16% (n = 300,000);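 active = inhibition over 29.93%, a cutoff 3 SD above the screen mean, later confirmed by dose response; inconclusive = inhibition over 29.93% but no dose response follow-up; inactive = inhibition at most 29.93% or unconfirmed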;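 also: 0% = low Mg2+ inducing control and 100% = high Mg2+ repressing control; strong numbers were not always called active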
# K1F lysis inhibition = protection from phage-mediated lysis, alamar blue read-out – E. coli UTI89, K1F phage, bacterial capsule biogenesis inhibitors (AID 488966); inhibition, % at 100 µM; hits with a dose series show IC50 in µM; E. coli UTI89 K1F phage lysis, alamar blue, 2 h; higher % means a stronger effect; actives 0.02% (n = 340,000);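 active = phage lysis inhibition, versus mean bacterial control, above a set limit; inconclusive = no clear call, values can overlap the other calls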;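 also: capsule biogenesis inhibitors block K1F phage lysis so surviving cells raise fluorescence; higher fluorescence means more inhibition of phage lysis; actives were called in the ten point dose series up to 300 µM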
# Dengue-2 NS5 capping = Dengue-2 NS5 methyltransferase inhibitors, primary screen, biochemical, confirmation dose response (AID 588689) | actives 0.3% (n = 340,000) | inhibition, % at 25 µM; hits with a dose series show IC50 in µM | Dengue-2 NS5 methyltransferase capping enzyme assay, biochemical; higher % means a stronger effect; in the data active = a potency from the dose series; inconclusive = inhibition above about 29% without an active follow-up result
# T cell HTS = T cell immune modulation candidate; 2C CD8+ T cell-vesicle binding, flow cytometry; active compounds read low; calls only at 7 µM; actives 0.068% (n = 330,000);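 active = response, share of CD8 T cells binding vesicles, and their 90th percentile fluorescence all below set limits, cut at about 80% in these data, passing the limit was not always enough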
#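 Also added: QL9-peptide-loaded Drosophila micro-vesicles bearing Ld, ICAM-1 and B7-1; Test system: purified 2C TCR transgenic mouse naive CD8+ T cells; Measured by: cytometric PE anti-B7-1 and Alexa647 anti-CD8 signals after 1% paraformaldehyde fixation; Timing: binding step 1.5 h, 37 °C, antibody labelling 20 min, ice.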
# RSV antiviral HEp-2 = RSV antiviral activity via CPE protection, HEp-2 cells, primary 10 µM value included (AID 2391) | actives 0.13% (n = 310,000) | CPE inhibition, % at 10 µM, or IC50 in µM where a hit was titrated | HEp-2 cells, RSV-induced CPE inhibition; higher % means a stronger effect; in the data active = a potency from the dose series; inconclusive = CPE inhibition mostly from about 23% at the one dose, without a potency; inactive = the rest, 99 in 100 with CPE inhibition below about 21%; also: strong numbers were not always called active
# West Nile virus CPE = West Nile virus antiviral activity, cell-based, CPE readout (AID 1621); West Nile virus-infected cells, CPE inhibition; higher % means a stronger effect; CPE inhibition, % at 10 µM, or IC50 in µM where a hit was titrated; actives 0.02% (n = 290,000); in the data active = a potency from the dose series; inconclusive = CPE inhibition mostly from about 3.7% at the one dose, without a potency; inactive = the rest, 99 in 100 with CPE inhibition below about 2.2%; also: strong numbers were not always called active
# T cell HTS vesicle-bound % = second read-out of T cell HTS, no call of its own (marks repeat the call); double positive events, %; measured here: CD8+ vesicle-bound cell fraction;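 binding gate set so that unloaded-vesicle control wells show 10% double positive cells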
# NTR1 ag cell count 20 µM = recorded beside NTR1 ag, whose call it bears; cell count; measured here: cell count, cytotoxicity flag
# Dengue-2 NS5 capping pilot replicate = further read-out of Dengue-2 NS5 capping, marked with its call; inhibition, %; measured here: pilot screen replicate inhibition
# Starred values were filed as active, the others as inactive; i = inactive; ? = inconclusive; . = not tested or not shown; [ ] = another dose, or the depositor's remark. The list is partial, so the mix of outcomes need not match the whole.
SMILES,NTR1 ag,NTR1 ag cell count 20 µM,SV40 large T antigen,MgcRacGAP inhibition,Salmonella PhoP GFP,K1F lysis inhibition,Dengue-2 NS5 capping,T cell HTS,T cell HTS vesicle-bound %,RSV antiviral HEp-2,West Nile virus CPE,others
COC(=O)C1=C(c2cccc(OC)c2OC)C[C@@H]2CC[C@H]1N2C(=O)N1CCCCC1,-1.1,82,11.2%,3.3%,-6.7%,0.0%,-6.4%,i,40.6,0.9%,-0.7%,
C[C@]12CC[C@H](O)C[C@H]1CC[C@@H]1[C@@H]2CC[C@]2(C)C(=O)CC[C@@H]12,-1.1,63,.,3.7%,.,1.4%,-2.9%,i,13.5,.,.,
O=c1c(C=NCc2cccs2)c(O)n(C2CCCCC2)c(=O)n1C1CCCCC1,30.2,91,9.1%,7.8%,-5.1%,-1.0%,0.8%,i,39.6,13.2%,-0.2%,
O=C1NC(=O)N(c2ccc3c(c2)OCO3)C(=O)/C1=C/c1ccc(N2CCCC2)o1,0.3,53,14.7%,8.9%,-9.9%,3.0%,-6.9%,i,10.6,2.2%,0.5%,
CCOC(=O)C1(c2ccccc2)CCN(CCC(C#N)(c2ccccc2)c2ccccc2)CC1,-0.9,57,2.0%,-14.7%,1.8%,3.3%,0.0%,i,40.9,20.7%,-1.9%,
NP(=O)(OCC(F)(F)F)Oc1ccc(Cl)cc1 (stereo unspecified),1.4,70,1.1%,7.8%,3.0%,0.1%,-0.6%,i,7.0,2.0%,-0.1%,
O=c1[nH]c(=O)n(Cc2ccc(F)cc2)c(O)c1C=NCc1cccnc1,1.9,39,-6.5%,5.0%,3.2%,4.8%,-6.9%,i,16.6,-1.1%,-0.3%,
Cn1c(O)c(C(=O)c2ccccc2Cl)c(=O)n(C)c1=O,0.5,79,10.6%,3.9%,-0.7%,0.6%,-2.5%,i,27.9,-1.2%,0.1%,Dengue-2 NS5 capping pilot replicate=0.0
Cc1ccc(OCCOc2cccc(C=C3C(=O)NC(=O)NC3=O)c2)c(C)c1,3.4,53,25.9%,16.2%,8.7%,0.0%,35.5µM*,i,21.1,1.6%,-0.2%,
Cc1cccc(N2C(=O)NC(=O)/C(=C\C=C\c3ccco3)C2=O)c1,4.9,68,?,?,-2.1%,0.4%,12.7%,i,57.3,6.8%,1.3%,
NC(Cc1ccccc1)Cc1ccccc1,0.6,50,4.6%,6.3%,-0.7%,0.3%,-5.3%,i,48.1,-1.1%,-0.7%,
Cc1c(C)c2ccc(OCC(=O)N3C[C@H]4C[C@@H](C3)c3cccc(=O)n3C4)c(C)c2oc1=O,2.9,92,10.2%,3.0%,3.1%,1.2%,-9.4%,i,29.7,.,1.1%,
O=c1[nH]c(CN2CC=C(c3ccccc3)CC2)nc2cc(C(F)(F)F)ccc12,1.2,32,3.4%,10.9%,40.1%,-0.1%,-21.0%,i,42.8,0.4%,-0.2%,
O=C(c1ccc(Cl)cc1)C1CCCN(Cc2cccc3ncccc23)C1 (stereo unspecified),1.3,47,11.6%,10.1%,3.4%,0.3%,-0.6%,i,25.3,-0.7%,-1.0%,
Cc1cccc(N2C(=O)NC(=O)/C(=C\c3cccn3-c3ccc(Cl)cc3)C2=O)c1,47.8*,44*,16.5%,4.1%,0.6%,0.0%,21.9%,i,46.7,20.7%,-0.2%,
CC1CCCCN1C(=O)c1ccc(N2CC3CC(C2)c2cccc(=O)n2C3)c([N+](=O)[O-])c1 (stereo unspecified),2.9,39,9.7%,3.0%,-15.6%,0.7%[50 µM],1.9%,i,59.2,0.8%,-0.5%,
CCN1C[C@@]2(COC)C3[C@@H](OC)[C@H]4[C@@H]1[C@@]3(C1C[C@H]3[C@H](OC(=O)c5ccccc5)C1[C@]4(OC(C)=O)C[C@H]3OC)[C@@H](OC)C[C@H]2O (stereo partly specified),-1.6,97,15.2%,.,5.4%,.,.,i,17.1,1.2%,-0.8%,
O=C(Nc1ccc(Cl)cc1)O/N=C(\c1ccccc1)c1ccccn1,-0.9,43,1.4%,7.7%,8.0%,3.1%,-1.4%,i,54.4,-0.4%,-0.2%,
O=C(Nc1cccc2ccccc12)c1nn(C23CC4CC(CC(C4)C2)C3)cc1Br,1.1,42,6.1%,-11.1%,-9.2%,0.3%,-6.8%,i,21.7,45.5%,-0.6%,
O=C(CCc1nnc2ccc(NCc3ccc(F)cc3)nn12)N1CCC2(CC1)OCCO2,-0.6,55,1.8%,3.0%,0.8%,0.0%,-10.5%,i,5.3,1.5%,0.5%,
CCC12C=CCN3CCC4(c5cc(Br)c(OC)cc5N(C)C4C(O)(C(=O)OC)C1OC(C)=O)C32 (stereo unspecified),-3.2,77,4.0%,27.3%,-9.3%,4.5%,1.6%,i,46.2,3.0%,-0.5%,
NC(Cc1ccccc1)c1nc2ccccc2[nH]1 (stereo unspecified),0.3,65,12.9%,.,-0.3%,1.1%[50 µM],-1.3%,i,32.0,1.2%,-0.9%,
C=CC[C@@H](CC/C=C/C=C/CC/C=C\[C@@H]1CSC([C@@H]2C[C@@H]2C)=N1)OC,4.2,57,.,7.5%,.,0.1%,-7.2%,i,7.0,.,.,
CCCCCn1c(=O)c(C(=O)Nc2ccccc2S(N)(=O)=O)c(O)c2ccccc21,4.5,29,19.8%,5.5%,13.2%,0.7%,-0.8%,i,23.4,-3.8%,-1.2%,
COC(=O)CC1(CC(=O)OC)C(=O)N(c2ccccc2)C(=O)N(c2ccccc2)C1=O,-0.4,53,7.7%,8.1%,0.7%,0.2%,-3.3%,i,15.6,0.1%,0.0%,

# The list goes on; the last 2 above are carried over.
SMILES,NTR1 ag,NTR1 ag cell count 20 µM,SV40 large T antigen,MgcRacGAP inhibition,Salmonella PhoP GFP,K1F lysis inhibition,Dengue-2 NS5 capping,T cell HTS,T cell HTS vesicle-bound %,RSV antiviral HEp-2,West Nile virus CPE,others
CCCCCn1c(=O)c(C(=O)Nc2ccccc2S(N)(=O)=O)c(O)c2ccccc21,4.5,29,19.8%,5.5%,13.2%,0.7%,-0.8%,i,23.4,-3.8%,-1.2%,
COC(=O)CC1(CC(=O)OC)C(=O)N(c2ccccc2)C(=O)N(c2ccccc2)C1=O,-0.4,53,7.7%,8.1%,0.7%,0.2%,-3.3%,i,15.6,0.1%,0.0%,
COc1cccc(-n2nc(C(=O)N3CCC4(CC3)OCCO4)c3ccccc3c2=O)c1,-0.3,64,0.5%,1.3%,-10.2%,-0.2%,-3.4%,i,35.1,2.7%,0.2%,
Nc1cc(N2CCNCC2)ccc1[N+](=O)[O-],16.7,61,17.3%,7.4%,-2.8%,3.2%[50 µM],-7.7%,i,37.4,0.6%,0.5%,
CN1CCN(C(=O)COc2ccc(S(=O)(=O)NCc3ccccc3)cc2Cl)CC1,-1.5,37,5.5%,3.8%,6.6%,3.6%,-1.7%,i,5.6,-2.4%,0.0%,
Cn1c(O)c(C=Nc2ccccc2)c(=O)n(C)c1=O,-1.0,97,10.1%,7.3%,-6.6%,0.3%,0.7%,i,54.6,4.4%,0.1%,
O=C(c1ccco1)C12CN3CN(CN(C3)C1)C2,5.0,77,-1.5%,-5.1%,14.3%,-0.2%,0.7%,i,15.3,0.0%,0.3%,Dengue-2 NS5 capping pilot replicate=-0.3
Cc1ccc(NC(=O)c2ccc(C)c(S(=O)(=O)N3CCCCC3)c2)nc1,1.4,61,8.2%,6.2%,7.3%,-0.1%[50 µM],8.0%,i,17.5,?,.,
CC(N)Cc1c[nH]c2ccc(OCc3cccs3)cc12 (stereo unspecified),-1.4,47,9.1%,-0.6%,-2.4%,6.7%,-7.3%,i,21.8,-2.9%,-0.6%,
Cc1cc(OCC(=O)N2CCC(C(=O)O)(c3ccccc3)CC2)c2c(C)c(C)c(=O)oc2c1,2.3,87,15.5%,-0.8%,-4.5%,-2.6%,-4.3%,i,34.9,3.7%,0.3%,
C=CCn1c(O)c(C(C)=NCc2cccnc2)c(=O)[nH]c1=O,6.3,95,14.5%,-0.4%,13.5%,0.0%,4.1%,i,31.4,-0.6%,0.5%,Dengue-2 NS5 capping pilot replicate=1.2
CC(=NCC1CCCO1)c1c(O)n(-c2ccc(C)cc2)c(=O)[nH]c1=O (stereo unspecified),-1.2,81,2.7%,7.3%,7.4%,0.5%,-0.3%,i,26.5,2.7%,-0.3%,
COc1ccc2nc(NC(=O)CCc3nc(C4=CCN(C)CC4)no3)sc2c1,-0.4,89,19.1%,11.4%,-6.7%,0.3%,-4.2%,i,31.0,-1.7%,0.5%,
COP(=S)(OC)SCN1C(=O)c2ccccc2C1=O,5.3,53,49.1%,?,-10.5%,2.1%,4.4%,i,16.1,1.3%,-0.5%,
COP(=O)(OC)C(NC(=O)C(C)(C)C)=C(Cl)Cl,1.0,77,-2.2%,-7.4%,-3.8%,0.7%,-0.3%,i,29.7,0.1%,-0.8%,
CN1CCN(c2ccc(NC(=O)C(C)(C)C)cc2)CC1,-3.0,89,5.2%,5.2%,5.3%,1.1%,-0.8%,i,36.2,-0.1%,-0.4%,
O=C1NC(=O)N(c2ccccc2)C(=O)/C1=C\c1ccc([N+](=O)[O-])o1,0.1,50,50.0%,.,-11.2%,.,.,i,36.7,2.5%,0.3%,
C[C@H]1CC[C@H]2NCCN[C@H]2C1,1.1,69,-0.7%,-3.4%,-7.8%,-0.1%[50 µM],2.9%,i,42.9,4.0%,0.2%,
Cc1ccc(S(=O)(=O)N(C)c2ccc(C(=O)NCC3(N(C)C)CCCCC3)cc2)cc1,-0.3,56,6.7%,1.5%,-3.3%,0.3%,5.8%,i,23.2,-0.4%,0.3%,
CCCCP(=O)(O)CCC(=O)O,-0.7,44,5.6%,-0.7%,12.0%,0.1%,0.5%,i,7.9,-0.6%,0.1%,
O=c1cccc2n1CC1CC2CN(Cc2c(F)cccc2Cl)C1 (stereo unspecified),1.8,52,15.4%,2.5%,-8.7%,6.6%,-3.4%,.,.,1.2%,2.0%,
COc1ccc(CNCCc2ccc(Cl)cc2Cl)cc1,0.2,56,10.2%,-16.6%,12.8%,0.9%,5.0%,i,60.8,0.8%,-0.3%,
O=C1NC(=O)C(=Cc2ccc(-c3cc(Cl)ccc3[N+](=O)[O-])o2)C(=O)N1,.,.,48.3µM*,21.9%,2.8%,-0.2%,15.5%,.,.,.,-0.3%,
